Bioassay records deposited in PubChem by National Center for Advancing Translational Sciences (NCATS).
MLL CXXC-DNA inh – blocks binding of human MLL CXXC domain to DNA. Potency, µM (titrated, usually from 115 µM), without a hit: at the highest dose activity change, negative = inhibition, usual class: inhibitors. MLL-CXXC / FITC-HOXA9 DNA fluorescence polarization. hit rate 0.037% among 290,000. Q03164; active = well fitted inhibition curve with a large enough effect in the polarisation, with a control signal flat, not every such curve was filed as active; inconclusive = small, poorly fitted or top-dose-only effect, or effect the other way, or a change in a side signal; inactive = no such curve, though single readings can be large or run the other way; the % refers to the polarisation; also: potency is read from the fitted curve at half-maximal effect
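Steps: dispense CXXC domain solution (7 uM) → pin compounds or unlabeled HOX-A9 DNA control → 5 min ambient → add FLSN-HOX-A9 solution (50 nM) → spin → 30 min ambient → fluorescence polarization. Tris pH 7.5/NaCl/DTT/BSA buffer.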
FBPA coupling cs – inhibits coupling enzyme system, counter-screen for aldolase hits. activity change, negative = inhibition, % at 58.2 µM, hits read low. coupling enzyme system counterscreen, AmpLite Red fluorescence. hit rate 0.67% among 290,000; in the data active = activity change below about -30%; also: % is scaled to controls: 0 for no effect and ±100 for the full control effect
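Compounds tested against the coupling enzymes alone at 57.5 uM final; readout was AmpLite Red fluorescence (525/598 nm) after 20 min at RT.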
KCNH2 3.1 block – blocks the human KCNH2 3.1 channel isoform | U2OS KCNH2 3.1, thallium flux FluxOr; active compounds read low | activity change, % (tested at about 1.8 µM) | hit rate 0.95% among 340,000 | AID 720553;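 active = maximum activity change below -70%; inconclusive = maximum activity change from -70% to -50%; inactive = maximum activity change above -50%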;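 also: thallium influx rate constant from kinetic fluorescence after stimulation buffer; % is scaled to controls: 0 for no effect and ±100 for the full control effect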
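Thallium flux read-out: FluxOr dye with Red40 quencher in HBSS/HEPES, 45 min at RT. Rate constants from kinetic reads were normalized to positive and negative DMSO controls. Cells: U2OS virally expressing the 3.1 isoform.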
B2AR arrestin – agonists driving beta-arrestin recruitment to human beta2-adrenergic receptor | beta-arrestin recruitment to beta2AR, cell-based reporter | P07550 | hit rate 0.02% among 330,000 | Potency, µM (doses to about 46.1 µM), without a hit: top-dose activation, hits mostly activators;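 also: potency is read from the fitted curve at half-maximal effect; 0% = DMSO controls and full agonism = EC100 isoproterenol or metaproterenol; nearly all actives have a fitted effect of over 65% in size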
USP2a inh – inhibitors of human ubiquitin-specific protease USP2a | USP2 core, Ub-CHOP2 coupled fluorogenic reporter, 485/531 | Potency, µM (doses to about 38.3 µM), for inactives: top-dose activity change, negative = inhibition, hits mostly inhibitors | hit rate 0.01% among 330,000;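 also: potency is read from the fitted curve at half-maximal effect; plate controls were DMSO wells for no effect and full inhibition by NEM control for full effect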
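USP2 core (10nM final) preincubated 30min RT with compound in 20mM Tris-HCl pH 8.0, 2mM CaCl2, 2mM beta-mercaptoethanol, 0.05% CHAPS; 25nM Ub-CHOP2 plus 25nM reporter substrate added, fluorescence (Ex485/Em531) read after 60min.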
GALK inh – blocks human galactokinase activity; Purified GALK, Kinase-Glo residual ATP luminescence; hit rate 0.007% among 270,000; P51570; Potency, µM (doses to about 57.5 µM), without a hit: top-dose activity change, negative = inhibition, hits mostly inhibitors; also: potency is read from the fitted curve at half-maximal effect; % is scaled to controls: 0 for no effect and ±100 for the full control effect
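The enzyme phosphorylates galactose (100 uM) using ATP (35 uM); inhibition is detected as higher residual ATP, quantified by bioluminescence after 1 h reaction at room temperature, pH 8.0.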
Giardia killer – kills Giardia lamblia; hit rate 0.15% among 340,000; activity change, % at 7.66 µM, hits read low; Giardia lamblia trophozoite viability; in the data active = activity change below about -80%; inconclusive = between about -30% and that limit;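 also: parasites exposed to compound for two days anaerobically before the ATP read; % is scaled to controls: 0 for no effect and ±100 for the full control effect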
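Luminescent ATP signal served as the viability read-out, measured 15-30 min after adding ATP detection reagent to trophozoites that had been incubated with compounds for 48 hrs at 37 deg C anaerobically at 100 cells/well.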
PKM2 act – increases activity of human pyruvate kinase M2; P14618; purified PKM2, Kinase-Glo ATP luminescence, activation; response scale: 0% is enzyme alone, no compound; Potency, µM (series often up to 57.5 µM), inactives show top-dose activation, most hits filed as activators; hit rate 0.34% among 260,000; also: potency is read from the fitted curve at half-maximal effect; % is scaled to controls: 0 for no effect and ±100 for the full control effect; nearly all actives have a fitted effect of over 55% in size
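Purified hPK-M2 (>95% pure) converted ADP (0.1 mM final) to ATP with 0.5 mM PEP in 50 mM imidazole pH7.2, KCl, MgCl2, Tween 20, BSA; 1 h at room temperature. ATP detected by Kinase-Glo luminescence.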
hERG WT inh – blocks the wildtype human KCNH2 potassium channel | Q12809 | U2OS, BacMam KCNH2, thallium flux FluxOr; active compounds read low | activity change, % at 1.84 µM | hit rate 0.37% among 340,000;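 active = maximum activity change below -70%; inconclusive = maximum activity change between -70% and -50%; inactive = maximum activity change above -50%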; also: % is scaled to controls: 0 for no effect and ±100 for the full control effect
Target sequence (Q12809 whole entry, looked up): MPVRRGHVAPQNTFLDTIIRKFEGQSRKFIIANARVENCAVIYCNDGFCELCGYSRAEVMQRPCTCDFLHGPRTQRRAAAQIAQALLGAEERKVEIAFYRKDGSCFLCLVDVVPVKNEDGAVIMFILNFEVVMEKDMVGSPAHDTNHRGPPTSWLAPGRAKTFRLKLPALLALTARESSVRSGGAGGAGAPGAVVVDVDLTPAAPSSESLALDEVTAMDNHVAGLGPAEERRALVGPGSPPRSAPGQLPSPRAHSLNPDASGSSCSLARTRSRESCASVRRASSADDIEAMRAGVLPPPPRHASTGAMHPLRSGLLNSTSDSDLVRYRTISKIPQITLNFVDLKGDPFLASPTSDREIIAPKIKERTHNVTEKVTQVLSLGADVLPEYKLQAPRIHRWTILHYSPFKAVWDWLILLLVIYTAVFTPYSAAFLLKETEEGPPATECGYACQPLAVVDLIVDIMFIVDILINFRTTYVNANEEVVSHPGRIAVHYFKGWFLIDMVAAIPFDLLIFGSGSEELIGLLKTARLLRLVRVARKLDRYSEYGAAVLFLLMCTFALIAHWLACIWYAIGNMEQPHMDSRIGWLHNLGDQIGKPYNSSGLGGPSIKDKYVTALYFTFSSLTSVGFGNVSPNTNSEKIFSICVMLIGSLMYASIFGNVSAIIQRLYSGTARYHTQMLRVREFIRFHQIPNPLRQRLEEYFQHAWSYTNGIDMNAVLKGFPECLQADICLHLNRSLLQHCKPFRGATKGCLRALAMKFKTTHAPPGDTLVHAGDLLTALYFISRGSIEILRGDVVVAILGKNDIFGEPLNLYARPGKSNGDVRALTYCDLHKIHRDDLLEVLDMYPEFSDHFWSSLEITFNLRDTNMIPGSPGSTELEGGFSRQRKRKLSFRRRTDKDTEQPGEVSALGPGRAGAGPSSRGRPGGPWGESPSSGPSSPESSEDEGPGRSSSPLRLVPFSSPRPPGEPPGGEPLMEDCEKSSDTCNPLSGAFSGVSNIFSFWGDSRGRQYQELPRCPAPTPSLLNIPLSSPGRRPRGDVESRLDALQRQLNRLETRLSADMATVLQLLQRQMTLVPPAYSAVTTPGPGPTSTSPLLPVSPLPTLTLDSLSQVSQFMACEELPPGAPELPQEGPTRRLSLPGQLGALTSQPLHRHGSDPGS
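U2OS cells were transduced with wild-type KCNH2 virus (2.03 x 10^8 / mL) for 4 h at room temperature, then cultured overnight at 37 C. Thallium flux was read with FluxOr dye. Rate constants were normalized to DMSO controls.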
TRPV1 ag – human TRPV1 agonism. Q8NER1. TRPV1-expressing cells, Fluo-8 calcium influx, agonist mode. activation, % at 8.33 µM. hit rate 0.19% among 320,000. AID 540275; in the data active = activation above about 80%; inconclusive = between about 30% and that limit; also: 0% is about no effect
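Cells expressing TRPV1 were dye-loaded with Fluo-8 and read kinetically: 10 s baseline, 3 min after compound (agonist portion), then 2 min after EC20 capsaicin (allosteric enhancer portion). Calcium-bound dye fluorescence at 480/520 nm.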
Menin MLL FP TR – inhibitors of human menin-MLL interaction, mutant MLL peptide; O00255; Menin + Texas Red MLL mutant peptide, fluorescence polarization; Potency, µM (top dose mostly 61.6 µM), for inactives: top-dose FP activity change, negative = inhibition, most hits filed as inhibitors; hit rate 0.23% among 270,000; active = well fitted inhibition curve with a large enough effect in the polarisation, with a control signal flat, not every such curve was filed as active; inconclusive = small, poorly fitted or top-dose-only effect, or effect the other way, or a change in a side signal; inactive = no such curve, though single readings can be large or run the other way; the % refers to the polarisation; also: potency is read from the fitted curve at half-maximal effect; % of control where 0% means no effect; many of its hits are not listed in these tables
Starred values were filed as active, the others as inactive; u = inconclusive; x = not tested or not shown; [ ] = another dose, or the depositor's remark. Unless noted, calls follow the shape of the dose curve; as a rule, active = well fitted curve in the direction sought with a large enough effect; inconclusive = small, poorly fitted or top-dose-only effect, or another doubt; inactive = no such curve, though single readings can be large; an effect the other way counts as inactive or inconclusive. An excerpt (hit frequency here may not be typical).

SMILES	MLL CXXC-DNA inh	FBPA coupling cs	KCNH2 3.1 block	B2AR arrestin	USP2a inh	GALK inh	Giardia killer	PKM2 act	hERG WT inh	TRPV1 ag	Menin MLL FP TR
Cc1ccc(S(=O)(=O)N2CCN(S(=O)(=O)c3ccc(C)cc3)C2)cc1	4%	0	0	-0.2%	-1%	-1%	9	u	6	6	-3%
CCC(C)C(NC(=O)C1CCC(=O)N1C(=O)OCc1ccccc1)C(=O)NC(C(=O)N1CCCC1C(N)=O)C(C)CC (stereo not given)	0%	2	2	0.5%	-2%	-1%	-6	x	-1	-2	-10%
CN(C)c1ccc(C(=O)C(O)c2ccc(C(C)(C)C)cc2)cc1 (stereo not given)	16%	1	-5	-0.3%	3%	-2%	-6	7%	-14	22	-17%
O=C(NNC(=O)c1cccnc1)NC12CC3CC(CC(C3)C1)C2	-6%	1	-3	-0.3%	4%	x	19	0%	3	1	0%
CCN(c1ccc2c(c1)OCO2)S(=O)(=O)c1cc(Br)cc2c1N(C(=O)C1CC1)CC2	3%	-3	-28	-0.3%	1%	1%	20	0%	12	6	-13%
Cc1cc(C)c(OCC(=O)N2CC=C(c3ccccc3)CC2)c(C)c1	1%	x	-13	-0.2%	-11%	1%	45[activator]	-1%	13	u	x
CCOC(=O)C1CCN(c2c(N3CCN(Cc4ccccc4)CC3)c(=O)c2=O)CC1	2%	2	-8	0.2%	-1%	2%	2	-13%	39	10	2%
Cc1ccc(-n2c(C)nn(CC3CC3)c2=O)cc1	-1%	-1	2	0.4%	2%	-1%	-11	5%	1	-3	-24%
Cc1ccc(N(Cc2ccccc2)C(=O)c2cc(S(=O)(=O)N3CCOCC3)ccc2N2CCCC2)cc1	x	x	-3	0.3%	-9%	x	5	x	-5	-1	x
COc1cccc(NC(=O)CN(C)S(=O)(=O)c2ccc(C)cc2)c1	0%	-1	-7	0.4%	-2%	7%	-7	0%	2	24	7%
O=C(CSc1n[nH]c(=O)n1Cc1ccco1)N1CCOCC1	-15%	-2	-2	-1.2%	-2%	x	7	u	4	-1	x
CC(C)Sc1nnc([C@H](Cc2c[nH]c3ccccc23)NC(=O)OC(C)(C)C)o1	-6%	-5	3	0.2%	2%	0%	15	6%	3	u	12%
CCOC(=O)C1=C(C)OC(N)=C(C#N)C1c1ccccc1 (stereo not given)	0%	-4	15	-0.2%	1%	-1%	28	-1%	-8	5	-22%
O=C1OCCN1C(=O)[C@H]1[C@H](c2ccc([N+](=O)[O-])cc2)C(c2ccc(F)cc2)=NN1c1ccccc1	x	-2	-2	-0.9%	4%	x	-25	x	1	x	u
Cc1cc(C)n(CC(=O)NNC(=O)CCCOc2ccc(Cl)c(C)c2)n1	u	2	-1	0.6%	1%	5%	1	1%	-4	-5	2%
NC(=O)c1cc2cc(Cl)ccc2oc1=Nc1cccc(C(F)(F)F)c1	13%	1	-15	0.1%	-1%	x	9	0%	0	1	-4%
O=C(O)COc1ccccc1/C=N/NC(=O)CN1CCN(S(=O)(=O)c2ccc(Br)cc2)CC1	-9%	8	-14	-0.7%	0%	x	-8	u	-1	2	x
Cc1ccc(C(OC(=O)c2ccco2)C(=O)NC2CCCCC2)cc1 (stereo not given)	-4%	3	-3	0.0%	3%	x	16	-9%	0	6	u
O=C(Nc1cccc(-c2nc3ccccc3o2)c1)c1ccc(N2C(=O)C3C4C=CC(C4)C3C2=O)cc1 (stereo not given)	21%	0	-12	-0.3%	-2%	0%	-10	3%	-1	0	0%
Cc1ccc(NC(=O)c2c(-c3ccccc3Cl)noc2C)nc1	2%	4	-8	-0.6%	0%	0%	8	-2%	-7	x	x
Cc1c(C)c2ccc(OCC(=O)N3CCN(c4cccc(Cl)c4)CC3)cc2oc1=O	5%	1	0	0.4%	-2%	0%	7	-1%	8	6	8%
O=C1Nc2ccc(F)cc2C12SCCS2	2%	x	-10	-0.6%	2%	0%	-1	-3%	22	-2	6%
Cc1ccccc1N1CC(C(=O)Nc2ccc(S(=O)(=O)NCC3CCCO3)cc2)CC1=O (stereo not given)	-1%	2	10	-0.3%	1%	-1%	2	-5%	4	4	3%
Cc1ccc2c(c1)C(=O)CC(O)(C(F)(F)F)O2 (stereo not given)	-6%	5	x	-0.4%	13%	1%	-3	-1%	x	-1	x
CCc1ccccc1NC(=O)CCNC(=O)Cn1ccc2ccccc2c1=O	6%	-1	13	0.1%	1%	-1%	1	x	9	-1	-5%
The listing continues.
SMILES	MLL CXXC-DNA inh	FBPA coupling cs	KCNH2 3.1 block	B2AR arrestin	USP2a inh	GALK inh	Giardia killer	PKM2 act	hERG WT inh	TRPV1 ag	Menin MLL FP TR
COc1ccc(OCCC(=O)OCC(=O)NCc2ccccc2)cc1	6%	1	-3	0.2%	-9%	1%	-10	-8%	-4	5	-6%
CC1CCN(C(=O)C(C)NCc2ccc(F)cc2)CC1 (stereo not given)	8%	0	1	-0.5%	1%	-1%	4	2%	-4	4	-15%
CCC(C(=O)Nc1ccc(C(=O)N2CCCC2)cc1)c1ccccc1 (stereo not given)	6%	0	6	0.6%	0%	-1%	-11	0%	2	1	-16%
C=CCOc1ccc(/C=C/C(=O)OCC(=O)NCC(=O)Nc2c(C)cc(C)cc2C)cc1	x	x	0	-0.7%	1%	x	-6	x	10	-4	x
COc1ccc(-c2c(C)nn3c(N)c(-c4ccccc4)cnc23)cc1OC	-8%	-2	12	-1.5%	1%	-5%	-17	-1%	-7	-4	9%
COCCNC(=O)COC(=O)c1cc(-c2ccc(OC)cc2)nc2ccccc12	4%	7	4	-0.2%	-1%	1%	-20	-5%	5	u	15%
CC1CCN(c2nc(-c3ccccc3)cc(C(F)(F)F)n2)CC1	-1%	1	4	0.0%	-1%	-1%	12	1%	2	0	-12%
O=C(CCC(=O)c1ccccc1)NCc1cccc(C(F)(F)F)c1	x	x	1	0.0%	0%	x	8	x	-5	6	x
COc1ccc(CCNC(=O)C23CCC(C)(C(=O)C2Br)C3(C)C)cc1OC (stereo not given)	-11%	1	27	-0.1%	0%	1%	-18	-18%	-6	-8	x
COc1ccc2c(C)cc(SCC(=O)N3CCOCC3)nc2c1	u	3	-20	0.4%	5%	5%	-9	-3%	1	2	-1%

Part of the list above in order of molecular weight, lowest first.
SMILES	MLL CXXC-DNA inh	FBPA coupling cs	KCNH2 3.1 block	B2AR arrestin	USP2a inh	GALK inh	Giardia killer	PKM2 act	hERG WT inh	TRPV1 ag	Menin MLL FP TR
Cc1ccc2c(c1)C(=O)CC(O)(C(F)(F)F)O2 (stereo not given)	-6%	5	x	-0.4%	13%	1%	-3	-1%	x	-1	x
O=C(CSc1n[nH]c(=O)n1Cc1ccco1)N1CCOCC1	-15%	-2	-2	-1.2%	-2%	x	7	u	4	-1	x
COc1ccc(OCCC(=O)OCC(=O)NCc2ccccc2)cc1	6%	1	-3	0.2%	-9%	1%	-10	-8%	-4	5	-6%
COc1ccc(-c2c(C)nn3c(N)c(-c4ccccc4)cnc23)cc1OC	-8%	-2	12	-1.5%	1%	-5%	-17	-1%	-7	-4	9%
NC(=O)c1cc2cc(Cl)ccc2oc1=Nc1cccc(C(F)(F)F)c1	13%	1	-15	0.1%	-1%	x	9	0%	0	1	-4%
C=CCOc1ccc(/C=C/C(=O)OCC(=O)NCC(=O)Nc2c(C)cc(C)cc2C)cc1	x	x	0	-0.7%	1%	x	-6	x	10	-4	x
COc1ccc(CCNC(=O)C23CCC(C)(C(=O)C2Br)C3(C)C)cc1OC (stereo not given)	-11%	1	27	-0.1%	0%	1%	-18	-18%	-6	-8	x
Cc1ccccc1N1CC(C(=O)Nc2ccc(S(=O)(=O)NCC3CCCO3)cc2)CC1=O (stereo not given)	-1%	2	10	-0.3%	1%	-1%	2	-5%	4	4	3%
O=C(O)COc1ccccc1/C=N/NC(=O)CN1CCN(S(=O)(=O)c2ccc(Br)cc2)CC1	-9%	8	-14	-0.7%	0%	x	-8	u	-1	2	x
CCC(C)C(NC(=O)C1CCC(=O)N1C(=O)OCc1ccccc1)C(=O)NC(C(=O)N1CCCC1C(N)=O)C(C)CC (stereo not given)	0%	2	2	0.5%	-2%	-1%	-6	x	-1	-2	-10%
